Pf Dd2 growth: blocks in vitro growth of P. falciparum Dd2. P. falciparum Dd2 growth, SYBR Green, 72 h. Potency, µM (top dose mostly 28.9 µM), without a hit: at the highest dose activity, negative = inhibition, most hits filed as inhibitors. actives 4.3% (n = 120,000). AID 1347417; active = well fitted inhibition curve with a large enough effect; inconclusive = small, poorly fitted or top-dose-only effect; inactive = no such curve, though single readings can be large or run the other way;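 also: plate controls were DMSO vehicle for no effect and reference drug for full effect; nearly all actives have a fitted effect of over 65% in size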
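Infected erythrocytes (Dd2, 0.3% parasitemia, 2.5% hematocrit final) are added to compound in RPMI-1640/Albumax II medium, grown 72 h at 37C in low oxygen, then lysed with saponin/Triton-X containing SYBR Green and read by fluorescence.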
* = called active by the depositor; i = inactive; u = inconclusive; [ ] = remark or other dose. Potency is read from the fitted curve at half-maximal effect. A portion of the library; the hit share may differ from the screen's.

canonical_smiles	Pf Dd2 growth
CCOc1ccccc1CNc1ccc2cc(S(=O)(=O)N3CCC(C)CC3)ccc2n1	-21%
CC(C)CC(=O)N1CCc2c(c(-c3nncn3C(C)C)nn2C)C1	-24%
O=C(NCC1CN(Cc2cccnc2)CC12CN(c1ccccc1)C2)C1CC1 (stereo unspecified)	i
CC(C)NS(=O)(=O)c1ccc2nc(NC(=O)c3cncc(Br)c3)sc2c1	-24%
CC1=C[C@@H](CN2CCN(c3cnccn3)CC2)[C@H](C(C)C)C[C@H]1Cc1nnc(-c2ccc([N+](=O)[O-])cc2)o1	i
CC1(CCCCc2ccccc2)COc2ccc(C(=O)NCc3cnccn3)cc2N1 (stereo unspecified)	i
O=C(NCC1(COc2cnccn2)C[C@@H](O)[C@@H](O)C1)c1ccno1 (stereo partly specified)	7%[44.1 µM]
Cc1ccc(CC(=O)NCc2nnc3cc(-c4nc(C5CC5)no4)ccn23)cc1	u
CN(C)c1ccc(CN2CCC3(C2)NC(=O)c2ccccc2CO3)cc1 (stereo unspecified)	u
O=C(c1ccccc1)N1CCCC(n2cc(-c3nc(C4CC4)no3)nn2)C1 (stereo unspecified)	232%[activator]
CCOc1cc(C(=O)N2CCC[C@H]2c2nc(-c3ccc(C)cc3)no2)cc(OCC)c1OCC	i
CNC(=O)C(C)(C)N1CCC[C@H]1C(=O)NCCc1ccccn1	20%[44.1 µM]
Cc1c(-c2ccccc2F)[nH]c2ccc(CNC(=O)C3CCNC3)cc12 (stereo unspecified)	u
CCc1cccc(C)c1NC(=O)C(C)Sc1nc2c(c(=O)[nH]1)CCCC2 (stereo unspecified)	-10%
CCCc1nnc([C@H]2CCN(Cc3ccc(NC(C)=O)cc3)C2)o1	i
CC(C(=O)NCc1cc(F)cc(F)c1)C1CCOCC1 (stereo unspecified)	43%[activator]
Cc1nsc(NC(=O)NCc2cccc(Cl)c2Cl)n1	u
CCC1(O)CCCN(C(=O)c2cc(COc3ccccc3OC)[nH]n2)C1 (stereo unspecified)	-5%
CNC(=O)[C@@H]1CN(C(=O)c2cccnc2)C[C@H]1COC	16%
COc1ccc(-c2nc(CSCC(=O)N3CCN(c4ccccc4)CC3)c(C)o2)cc1	7.1µM*
O=C(C1CCCCC1)N1CC(F)(F)C[C@H]1c1nnc(C2CC2)o1	7%
CCc1cnc2c(c1SCC(=O)c1ccc(OC)cc1)c(=O)n(C)c(=O)n2C	u
CCN(CC)c1ccc2cc(-c3nc(-c4ccccc4)no3)c(=O)oc2c1	41%[activator]
COc1ccccc1CN1CCC(n2cc[nH]c2=O)CC1	6%[44.1 µM]
CC1CCN(S(=O)(=O)c2ccc3c(c2)CCN3C(=O)Nc2ccccc2Br)CC1	14%
CCCc1cc(CN(C)C(=O)c2ccc3c(c2)[nH]c(=O)n3C2CCC(O)CC2)[nH]n1 (stereo unspecified)	-23%
CCc1cccc2c(C(CC(=O)NCc3ccc4c(c3)OCO4)c3ccc(OC)c(OC)c3)c[nH]c12 (stereo unspecified)	4µM*
Cn1nc(C2CCN(C(=O)c3ccncc3)CC2)c2c1CCOC2	19%[5.79 µM]
CC(C)C[C@@H]1N[C@H](C(=O)NCc2ccc(F)cc2)Cc2c[nH]c3cccc1c23	u
COC[C@@H]1CN(Cc2ccccc2OC(C)C)C[C@H]1C(N)=O	u
Oc1c(C(c2ccccc2)N2CCOCC2)sc2nc(-c3ccco3)nn12 (stereo unspecified)	113%[activator]
CCOc1ccc(OC(=O)c2cn(-c3ccc(C)cc3)c(=O)c3ccccc23)cc1	u
O=C1OC(C(=O)Nc2cccc(Br)c2)Cc2ccccc21 (stereo unspecified)	4%
CCc1cccc(NC(=O)Cn2c(-c3ccccc3)nc(C)c(CCO)c2=O)c1	-1%
O=C(c1c[nH]c2ccccc12)N1CCN(c2cc(-c3cccs3)[nH]n2)CC1	-15%
COc1cccc(CNC(=O)c2cc(S(=O)(=O)N3CCCCCC3)cn2C)c1	-15%
FC(F)(F)c1ccc(-c2noc([C@@H]3Cc4nc[nH]c4CN3CC3CCCCC3)n2)cc1	u
COc1ccc(-c2nc(C)nc3c2CCN([S+](=O)([O-])c2cccc(C(F)(F)F)c2)CC3)cc1	i
CCCC1c2nccn2CCCN1C(=O)c1cc(C)no1 (stereo unspecified)	-7%
NC(=O)[C@@H]1CN(C(=O)c2cccc(F)c2)C[C@H]1COc1ccccc1	-24%
COc1ccc(-c2cc(C[C@H]3CNCC[C@H]3CC(=O)NC(C)(C)C)no2)cc1	i
O=C1CC(c2ccccc2)N(Cc2ccncc2)CCCN(C(=O)c2cccs2)CCN1 (stereo unspecified)	u
COc1cccc(Cn2c(C)c(CNC3CCCCC3)c(C(=O)O)c2C)c1	13%
COc1ccc(CNC(=O)N2C[C@@H](C)[C@](O)(C(C)C)C2)cc1	-16%
Cc1ccc(N2CC(c3noc(-c4cc5ccccc5[nH]4)n3)CC2=O)cc1 (stereo unspecified)	-8%
Cc1cccc(C(=O)Nc2cc3c(cc2N2CCOCC2)n(C)c(=O)n3C)c1	-17%
COC(=O)[C@@H](C)NC(=O)[C@@H]1CN(C(=O)c2cccc(F)c2)CCN1C(=O)NC(C)C	32%[activator][44.1 µM]
Cc1noc2c(NCc3cccnc3)cc(-c3ccc(F)cc3)nc12	i
C[S+](=O)([O-])c1cccc(NC(=O)Cc2c[nH]c3ncc(-c4cccnc4)cc23)c1	i
Cc1nc(-c2ccccc2OC2CN(C(=O)c3ccoc3)C2)no1	56%[activator]
O=C(c1ccc2c(c1)OCCO2)N(Cc1cccnc1)c1nc2ccc(Cl)cc2s1	i
O=C(O)Cn1ccc2cc(OCCc3cccc(-c4ccccc4)c3)cnc21	i
CN(Cc1ccccc1)Cc1cc(CC2(NCc3ccc(CO)o3)COC2)no1	2%[44.1 µM]
Cc1ccc([C@H]2CN(C(=O)c3[nH]nc(N)c3-c3ccccc3)C[C@@H]2N)o1	6%
COc1ccc(Nc2oc(-c3ccc(COc4ccc(OC)cc4)o3)nc2C#N)cc1	-18%
O=C(NC[C@H]1C[C@@H]2CCN1C[C@@H]2CN1CCCC1)c1ccccc1	u
COc1cccc(-c2[nH]cnc2-c2ccccc2)c1OCCCN(C)C	u
CN(Cc1cn(C)nc1-c1ccc(C2CCCCC2)cc1)C1CCOC1 (stereo unspecified)	-19%
CCO[C@H]1CN(C(=O)c2ccc(-n3ccnc3)cc2)C[C@@H]1O	0%
C=Cc1ccc(Cn2nc(-c3ccc(C)cc3)ccc2=O)cc1	-5%

Among those listed so far, 5 contain a furan ring, fused or not.
canonical_smiles	Pf Dd2 growth
Oc1c(C(c2ccccc2)N2CCOCC2)sc2nc(-c3ccco3)nn12 (stereo unspecified)	113%[activator]
Cc1nc(-c2ccccc2OC2CN(C(=O)c3ccoc3)C2)no1	56%[activator]
CN(Cc1ccccc1)Cc1cc(CC2(NCc3ccc(CO)o3)COC2)no1	2%[44.1 µM]
Cc1ccc([C@H]2CN(C(=O)c3[nH]nc(N)c3-c3ccccc3)C[C@@H]2N)o1	6%
COc1ccc(Nc2oc(-c3ccc(COc4ccc(OC)cc4)o3)nc2C#N)cc1	-18%

The list goes on.
canonical_smiles	Pf Dd2 growth
CCn1cc(CNC(=O)c2ccc(OC3CCN(S(=O)(=O)N(C)C)CC3)cc2)cn1	-25%
CCC(=O)Nc1ccc(OCC(=O)N(CC)CC2CCOCC2)cc1	-16%
CC(C)(C)C(=O)NCC1CCN(Cc2nc(-c3ccccc3)no2)C1 (stereo unspecified)	u
Cc1nn2c3c(cnc2c1-c1ccc(Cl)cc1)C(=O)CC(c1ccc(C(C)C)cc1)C3 (stereo unspecified)	32%[activator]
CCOC(=O)c1[nH]c(C)c(CCC(=O)NCc2ccc(C)cc2)c1C	u
O=C(Nc1ccc2c(c1)N(C1CCCC1)C(=O)c1ccccc1S2)c1ccccc1	3%
C[C@@H](NC(=O)c1ccccn1)c1onc(-c2ccc(F)cc2)c1C(=O)O	9%[44.1 µM]
c1ccc(N2CCN(Cc3cc(CC4(NCc5ccncc5)COC4)no3)CC2)cc1	-21%[44.1 µM]
Cc1cc(=O)n(CC(=O)Nc2ccc(C)c(C)c2)c(N(C)Cc2ccccc2)n1	i
Cn1c(=O)n([C@H]2CCCN(C(=O)c3cnccn3)C2)c2ncccc21	1%
CCn1cnnc1-c1nn(C)c2c1CN(C(=O)Cc1ccc(NC(C)=O)cc1)CC2	u
CC(C)CCNC(=O)C(=O)Nc1c2c(nn1-c1ccc(Cl)cc1)CSC2	u
Cc1ccccc1C(=O)NC1CCN(c2cc(-c3ccc(F)cc3)[nH]n2)C1 (stereo unspecified)	i
Cc1ccc(-n2c3c(c(=O)[nH]c2=O)C(NS(=O)(=O)c2ccc(Cl)cc2)(C(F)(F)F)C(=O)N3)cc1 (stereo unspecified)	8.9µM*
O=C(NCCN1CCOCC1)c1ccc2nc(-c3ccccc3)cn2c1	u
COc1cc(NC(=O)C2=CC(c3ccco3)=NS(=O)(=O)N2C)cc(OC)c1OC	-12%
COCCn1cc2c3c(cccc31)CN(C(=O)c1c(F)cccc1Cl)CC2	-15%
COc1ccccc1CNC(=O)C1(c2ccc(NC(=O)C3CC3)cc2)CCCCC1	u
COc1ccc(CC(=O)N2CCC(c3n[nH]c(=O)n3-c3ccccc3)CC2)cc1	-16%
CCc1ccc(NC(=O)c2cc3ccccn3n2)cc1	4%
CCN(CC)C(=O)CC1COc2ccc(C(=O)NCCOC)cc2N1C (stereo unspecified)	3%
O=C(O)C[C@@H]1CCN(C(=O)Nc2ccc(F)cc2)C[C@@H]1CCN1CCCCC1	19%[44.1 µM]
CN(Cc1cccc(C(F)(F)F)c1)[S+](=O)([O-])c1cccc(C(F)(F)F)c1	i
O=C(Nc1cnc(-c2ccc(Cl)cc2)nc1)C1CCC1	u

Quoted from the listing:
`CCOc1ccccc1CNc1ccc2cc(S(=O)(=O)N3CCC(C)CC3)ccc2n1` in Pf Dd2 growth shows -21%
`CC(C(=O)NCc1cc(F)cc(F)c1)C1CCOCC1` (stereo unspecified) in Pf Dd2 growth shows 43%[activator]
`CCCC1c2nccn2CCCN1C(=O)c1cc(C)no1` (stereo unspecified) in Pf Dd2 growth shows -7%
`CCC1(O)CCCN(C(=O)c2cc(COc3ccccc3OC)[nH]n2)C1` (stereo unspecified) in Pf Dd2 growth shows -5%

(next part)
canonical_smiles	Pf Dd2 growth
COc1ccc(CC(=O)NC[C@@H]2C=C(C)[C@H](Cc3nc4ccncc4[nH]3)C[C@H]2C(C)C)cc1	i
COc1ccccc1Cn1cc(C(=O)c2ccc(Cl)cc2)c(=O)c2ccccc21	i
CCn1c(C)c(C2N3CC4(C)CN2CC(C)(C3)C4=O)c2ccccc21 (stereo unspecified)	28%
CCc1cccc(OCC(=O)Nc2ccc(S(=O)(=O)Nc3cc(C)nc(C)n3)cc2)c1	-22%
CCCOC(=O)c1c(NC(=O)c2nc3ncccn3n2)sc(C(=O)OCC)c1C	2.8µM*
O=C(Cn1cccc1-c1nc(-c2ccc3c(c2)OCO3)no1)NCCc1ccc(Cl)cc1	28%
CN(C)Cc1cn(C[C@H]2CC3CCN2C[C@@H]3C(=O)NCc2ccc3c(c2)OCO3)nn1 (stereo partly specified)	35%[activator][44.1 µM]
OCC1CN(C2CCC2)CC12CCN(Cc1ccsc1)CC2 (stereo unspecified)	u
O=C(c1cccc(Cl)c1)N1CCN(C2CCN(Cc3ccccn3)C2=O)CC1 (stereo unspecified)	i
CCc1cc(N2CCC3(CC2)CC(c2ccccc2)C(=O)N3C)nc(C)n1 (stereo unspecified)	6%
CCOC(=O)c1cnc2cc(C(F)(F)F)ccc2c1N1CCN(c2cccc(Cl)c2)CC1	4%
Cn1c(=O)c2c(-c3ccccc3)n3c4ccccc4nc(-c4ccccc4)c3c2n(C)c1=O	62%[activator]
O=C(COCc1cc(-c2ccc3c(c2)OCO3)on1)N1CCN(c2ccccc2)CC1	50%[activator]
O=C1CC(c2noc(-c3nccc4ccccc34)n2)CN1C1CCCCC1 (stereo unspecified)	i
CCn1c(=O)c2ccnn2c2ccc(C(=O)NCCc3cccnc3)cc21	-10%
CC1CCc2c(sc(NC(=O)C3c4ccccc4Oc4ccccc43)c2C(=O)OC(C)C)C1 (stereo unspecified)	0%
COCCn1c(=O)[nH]c2cc(C(=O)NCc3ccccc3Cl)ccc2c1=O	-18%
Cc1cccc(Nc2nnc(-c3ccc(C)c(S(=O)(=O)NCC4CCCO4)c3)c3ccccc23)c1 (stereo unspecified)	4.5µM*
O=C(Nc1cc(F)cc(F)c1)N1CCCC1c1nncn1C1CCCC1 (stereo unspecified)	-3%
CC1Cc2ccccc2N1S(=O)(=O)c1nnc(NC(=O)c2ccccc2Br)s1 (stereo unspecified)	-1%
CC1=C[C@@H](CNC(=O)CC2(CC(=O)O)CCCC2)[C@H](C(C)C)C[C@H]1Cc1nc2ccc(C)cc2[nH]1	-12%
COc1cccc(CN2CCCC(c3nc(-c4cccnc4)no3)CCNC(=O)CC2)c1 (stereo unspecified)	u
c1coc(-c2ccnc(N[C@H]3CO[C@H]4[C@@H]3OC[C@@H]4NCC3CCCCC3)n2)c1	-27%[44.1 µM]
Cc1c(C(C)NC(=O)CO)cnn1-c1cccc2ccccc12 (stereo unspecified)	0%
COCCNC(=O)C1COC2(CCN(C(=O)c3cccc(OC)c3)CC2)N1C(=O)c1ccc(F)cc1 (stereo unspecified)	-26%
O=C(Nc1ccccc1)N[C@H]1[C@H](O)[C@@H](Sc2ccccc2)[C@@H]2OC[C@H]1O2	i

High-throughput results: PubChem, National Center for Advancing Translational Sciences (NCATS)
